Source: PubChem (Sanford-Burnham Center for Chemical Genomics)
XBP1 UPR activ – activators of adaptive arm of unfolded protein response (XBP1); 330,000 compounds, 0.33% hits; CHO-XBP1 luciferase reporter, IRE1-XBP1 UPR activation, luminescence; percent of tunicamycin response, DMSO as zero; activation, % at 20 µM; AID 463104;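 active = versus positive control, 20 µM dose yields 30% or more activation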;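 also: 100% = tunicamycin at 10 µg/mL and 0% = DMSO only wells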
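Material: CHO-XBP1 cells stably carrying IRE1-XBP1-driven luciferase reporter / Amount: 1000 cells per well / Compound: 20 µM, 1% DMSO / Times: 6 h treatment, 37 °C / Detection: luciferase luminescence / Measure: % activation of reporter signal versus tunicamycin and DMSO controls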
CCR6 antagonist – antagonists of human CCR6 receptor. inhibition, % at 20 µM. 340,000 compounds, 0.49% hits. AID 493098. CHO-K1 CCR6 PathHunter beta-arrestin, luminescence, CCL20-stimulated;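 active = compounds whose inhibition of the agonist-driven luminescence signal at 20 µM reaches about 50%, limit read from the data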;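 also: cells stimulated with CCL20 at 14 nM final; plate controls were DMSO with CCL20 for no effect and DMSO without agonist for full effect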
Target sequence (P51684 whole entry, looked up): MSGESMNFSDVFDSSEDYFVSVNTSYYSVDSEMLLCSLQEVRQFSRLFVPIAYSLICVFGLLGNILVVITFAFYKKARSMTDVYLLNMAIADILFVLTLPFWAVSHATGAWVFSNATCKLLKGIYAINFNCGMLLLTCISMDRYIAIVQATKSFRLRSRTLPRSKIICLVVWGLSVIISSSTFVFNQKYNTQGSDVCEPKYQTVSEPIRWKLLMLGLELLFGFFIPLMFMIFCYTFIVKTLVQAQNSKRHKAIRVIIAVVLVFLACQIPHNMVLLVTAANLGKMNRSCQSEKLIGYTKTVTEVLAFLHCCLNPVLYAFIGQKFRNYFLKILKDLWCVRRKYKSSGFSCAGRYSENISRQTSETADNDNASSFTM
Jurkat NFkB inh – inhibitors of the PMA/ionomycin-induced NF-kB reporter in Jurkat cells; PMA/ionomycin-induced NF-kB luciferase reporter, luminescence; inhibition, % at 4 µM; 330,000 compounds, 0.53% hits; in the data active = inhibition above about 50%
697 NFkB inh – lowers PMA/ionomycin-induced NF-kB signal in 697 B cells. 330,000 compounds, 0.33% hits. 697 B-cell NF-kB luciferase reporter, 16 h. inhibition, % at 4 µM; in the data active = inhibition above about 35%
Gli-Sufu antag – blocks Gli-Sufu signaling in a luciferase reporter; Sufu-KO-LIGHT fibroblasts, Gli luciferase reporter luminescence; inhibition, % at 5 µM; 340,000 compounds, 0.74% hits; AID 588413;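 active = inhibition above about 55%, limit read from the data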;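 also: 0% = DMSO-treated cells and 100% = wells with medium but no cells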
Mdm2 MdmX PPI – human Mdm2/MdmX binding inhibition | O15151+Q00987 | SaOS-2 split-luciferase Mdm2/MdmX complementation, luminescence | inhibition, % at 8 µM | 330,000 compounds, 3% hits | AID 485346;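 active = inhibition of at least 50% at 8 µM in the primary screen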
CXCR6 inh – blocks human CXCR6 beta-arrestin recruitment | inhibition, % at 20 µM | CHO-K1 PathHunter CXCR6 beta-arrestin, luminescence | 360,000 compounds, 0.36% hits | O00574 | AID 602244; in the data active = inhibition above about 34%, passing the limit was not always enough;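 also: antagonist mode with CXCL16 agonist at 10 nM final; 0% = 10 nM CXCL16 with DMSO and 100% = unstimulated wells without agonist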
UPR CHOP act – apoptotic UPR (CHOP) activation. CHO-CHOP luciferase reporter, luminescence; percent of tunicamycin response over DMSO baseline. activation, % at 10 µM. 330,000 compounds, 0.34% hits;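 active = at 10 µM dose, activation of 40% or more, normalized to positive control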;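 also: 100% = tunicamycin at 10 µg/mL and 0% = DMSO alone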
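System: CHO CHOP reporter cells. Amount: 500 cells per well. Buffer or medium: F12 medium, 10% FBS. Compound dosing: one dose, 10 µM in 0.5% DMSO. Incubation: 6 h compound exposure at 37 °C after overnight seeding. Technique: Steady-Glo luciferase luminescence. Benchmarks: tunicamycin and DMSO controls.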
EBI2 block – EBI2 (human) antagonism | EBI2 beta-arrestin recruitment, luminescence, 7a,25-OHC stimulated | inhibition, % at 5 µM | 360,000 compounds, 0.81% hits | AID 651636; in the data active = inhibition above about 38%;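 also: enzyme fragment complementation signal reports receptor beta-arrestin coupling in cells; 0% = agonist plus DMSO wells and 100% = wells without agonist; some results beyond the cut were filed as inactive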
Target sequence (P32249 whole entry, looked up, the tested form may be a part): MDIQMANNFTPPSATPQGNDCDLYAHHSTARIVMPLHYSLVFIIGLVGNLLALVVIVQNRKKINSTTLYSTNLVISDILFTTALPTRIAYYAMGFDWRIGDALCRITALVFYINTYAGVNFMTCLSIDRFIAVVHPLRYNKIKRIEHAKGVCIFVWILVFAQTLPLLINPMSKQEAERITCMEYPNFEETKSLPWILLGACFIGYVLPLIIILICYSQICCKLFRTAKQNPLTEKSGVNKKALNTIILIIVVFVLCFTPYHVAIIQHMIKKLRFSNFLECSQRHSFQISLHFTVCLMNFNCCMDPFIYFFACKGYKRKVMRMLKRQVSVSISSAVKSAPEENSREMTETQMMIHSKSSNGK
An asterisk follows results filed as active; x = not tested or not shown.

SMILES	XBP1 UPR activ	CCR6 antagonist	Jurkat NFkB inh	697 NFkB inh	Gli-Sufu antag	Mdm2 MdmX PPI	CXCR6 inh	UPR CHOP act	EBI2 block
CCn1cc(C(=O)OCC(=O)c2cc(C)n(-c3ccc(OC(F)F)cc3)c2C)c(=O)c2ccc(C)nc21	-4	8	5	24	1	20	11	-2.3	6
CCOc1cc(/C=C2\SC(=S)N(NS(=O)(=O)c3ccc(C)cc3)C2=O)ccc1O	3	33	7	25	-6	2	24	1.0	9
Cc1cc(C(=O)O)c2ccccc2n1	-4	12	8	32	1	6	1	-0.7	-8
COc1cccc(NC(=O)c2ccccc2-c2ccccc2C(=O)O)c1	-1	-2	-69	-19	0	17	2	4.3	-11
CCOC(=O)COc1cc(OCC(=O)OCC)c2c3c(c(=O)oc2c1)CCCC3	-2	19	-3	2	13	-5	10	1.5	15
O=C(CNC1CCCCCC1)c1cccs1	-1	33	-5	12	1	-21	1	0.1	-2
C[C@H](NC(=O)OC(C)(C)C)c1nnc(SCC(=O)Nc2cccc(Cl)c2)o1	-4	14	13	8	-12	22	-5	2.1	-2
COc1ccc(NC(=O)CCNS(=O)(=O)c2ccc(NC(C)=O)cc2)cc1Cl	4	7	-7	8	1	26	4	2.2	-13
CC(C)(C)OC(=O)NN=C(c1ccc(O)cc1)c1ccc(O)cc1	0	3	4	-10	-1	5	-20	-0.1	4
O=c1nc2ccccc2c2n1CC(CN1CCN(c3ccccc3F)CC1)N2 (stereo unspecified)	-4	-3	-14	10	-1	-3	0	-2.9	-2
C=CCc1cc(Cl)ccc1OCCNCCOC	4	12	7	4	4	-22	-7	2.1	1
COc1cc(NC(=O)CNC(c2ccccc2)c2ccccc2)cc(OC)c1OC	0	9	-16	-16	12	10	2	-2.3	-2
CCc1cc2c(=O)c(-c3ccc4c(c3)OCCO4)coc2c(CN2CCCCC2C)c1O (stereo unspecified)	-2	2	-19	-29	-3	24	11	2.7	-3
Cc1onc(-c2ccccc2Cl)c1C(=O)N1CCOC12CCN(c1cccc(F)n1)CC2	-2	-4	-8	-3	-1	17	-4	-1.3	-5
Cn1cc(CN2CC3C[C@@H]4CC2C[C@H](C3)C4)c(-c2ccc3c(c2)OCCO3)n1	-1	20	-20	-12	1	-8	-8	0.2	-8
CCS(=O)(=O)c1ccc(O)c(NC(=O)COc2ccc(Cl)cc2)c1	0	-4	-1	-9	-1	-2	5	1.0	6
Cc1cc(C(=O)OCC(=O)NCCC(C)C)c2ccccc2n1	0	2	2	-6	-2	14	2	-0.8	-3
Cc1cccc(N2C(S)=C(C#N)C(=O)NC2c2cccs2)c1 (stereo unspecified)	x	4	x	x	6	x	-6	x	-3
COc1cc(/C=C/C(=O)OCC(=O)Nc2ccccc2Cl)cc(OC)c1OC	-3	1	20	7	-1	24	-5	0.1	-2
CC1CCCCC1NC(=S)Nc1ccc(SC(F)F)cc1 (stereo unspecified)	0	1	-8	-6	-12	39	-25	3.9	14
O=C(COC(=O)C(Cc1ccccc1)NC(=O)c1ccco1)NC1CC1 (stereo unspecified)	1	-8	-1	8	5	-4	-8	-0.2	5
COc1ccccc1N1CCN(C2CCCN(C(=O)c3cc(C4CC4)on3)C2)CC1 (stereo unspecified)	-6	-5	-7	-6	4	24	-3	0.2	2
CCOC(=O)C1(c2nc(N)cs2)COC(=O)C1 (stereo unspecified)	-2	9	9	23	1	-15	-3	1.1	0
O=C(O)C1SCCN1S(=O)(=O)c1ccc2ccccc2c1 (stereo unspecified)	0	6	-5	-14	-3	-2	6	0.5	2
CC(=O)OCC(=O)[C@@]12OC(C)(C)O[C@@H]1C[C@H]1[C@@H]3C[C@H](F)C4=CC(=O)C=C[C@]4(C)[C@@]3(F)[C@@H](O)C[C@@]12C	-8	-1	11	19	17	15	x	-2.0	x
O=C(CCC(=O)Nc1ccccc1Cl)NNC(=O)NC1CCCCC1	-1	13	20	1	-7	3	-2	-0.9	-15
Cc1cn([C@H]2C[C@H](O)[C@@H](CCC(=O)NCc3ccccc3)O2)c(=O)[nH]c1=O	x	6	x	x	-1	x	-1	x	-1
CC(C)Oc1ccccc1C1CC(=O)Nc2cc3c(cc21)OCO3 (stereo unspecified)	7	14	76*	7	54	70*	2	-1.6	-9
O=C(Nc1cnccn1)c1ccncc1	0	-4	3	12	6	9	-6	-1.1	-15
CCC1(C)COC(c2ccc3c(c2)OCO3)OC1 (stereo unspecified)	x	5	x	x	-6	x	-5	x	-2
Cc1cc(NC(=O)CSc2nnc(COc3ccccc3)n2Cc2ccco2)no1	-3	1	-2	10	3	9	6	1.3	4
CCOC(=O)C1CCCN(C2CCN(Cc3nc(-c4ccccc4)no3)CC2)C1 (stereo unspecified)	1	14	6	4	8	1	-6	0.2	3
O=S(=O)(NC1CCCCCC1)c1cccc(Cl)c1	-1	13	-6	-49	-1	-13	-2	0.1	3
C#CCn1ccc(O)c(Cc2c(F)cccc2Cl)c1=O	-1	5	13	14	-14	8	-3	1.7	-5
O=[N+]([O-])c1cccc(S(=O)(=O)Nc2cccc(-c3ccc(N4CCCC4)nn3)c2)c1	-2	10	18	1	-11	18	-1	2.3	-13
Cc1ccc2nsnc2c1NS(=O)(=O)c1c(C)ccc2nsnc12	-3	9	8	3	8	-16	0	-3.2	6
Cc1ccc(NCC(=O)Nc2cccc(F)c2)cc1S(=O)(=O)N1CCCCCC1	-3	8	0	6	-3	9	3	-0.4	-1
CCN(CC)C(=O)Cn1cnc2sc(C(=O)N3CCN(Cc4ccc5c(c4)OCO5)CC3)c(C)c2c1=O	-2	-11	-15	-1	6	20	-2	-2.4	10
O=C(Cn1cc2c(n1)CCCCC2)Nc1ccccc1Cl	0	14	-9	12	-8	31	-1	1.6	6
CC1(C)CC(=O)c2cnc(N3CCN(c4ccccc4)CC3)nc2C1	-1	17	6	-14	-2	12	-9	4.8	2

Laid out differently: entries from further up
canonical_smiles | XBP1 UPR activ | CCR6 antagonist | Jurkat NFkB inh | 697 NFkB inh | Gli-Sufu antag | Mdm2 MdmX PPI | CXCR6 inh | UPR CHOP act | EBI2 block
Cc1ccc(NCC(=O)Nc2cccc(F)c2)cc1S(=O)(=O)N1CCCCCC1 | -3 | 8 | 0 | 6 | -3 | 9 | 3 | -0.4 | -1
CCN(CC)C(=O)Cn1cnc2sc(C(=O)N3CCN(Cc4ccc5c(c4)OCO5)CC3)c(C)c2c1=O | -2 | -11 | -15 | -1 | 6 | 20 | -2 | -2.4 | 10
O=C(Cn1cc2c(n1)CCCCC2)Nc1ccccc1Cl | 0 | 14 | -9 | 12 | -8 | 31 | -1 | 1.6 | 6
CC1(C)CC(=O)c2cnc(N3CCN(c4ccccc4)CC3)nc2C1 | -1 | 17 | 6 | -14 | -2 | 12 | -9 | 4.8 | 2

New compounds follow:
SMILES	XBP1 UPR activ	CCR6 antagonist	Jurkat NFkB inh	697 NFkB inh	Gli-Sufu antag	Mdm2 MdmX PPI	CXCR6 inh	UPR CHOP act	EBI2 block
Cc1ccc(C(=O)NC(NCc2ccccc2)C(Cl)(Cl)Cl)cc1 (stereo unspecified)	-2	-8	-26	-12	9	0	-3	3.6	1
Oc1cc2c(cc1O)C(c1ccccc1)CNCC2 (stereo unspecified)	-4	14	18	18	-2	4	-4	1.9	-7
S=c1nccc(-c2ccc3c(c2)CCO3)[nH]1	1	22	5	-14	6	13	9	2.6	0
CC(Oc1ccc(Br)cc1Br)C(=O)NC1CCCC1 (stereo unspecified)	2	x	-1	7	x	-19	x	-1.6	x
COc1cc(C2C3=C(COC3=O)Oc3cc4c(cc32)OCO4)ccc1O (stereo unspecified)	x	1	x	x	23	x	-6	x	-1
CN1CC(=O)N(C)c2ncn(Cc3ccccc3)c2C1=O	-1	6	-13	-12	-1	-21	0	-0.4	-14
Cc1ccc(NC(=O)C(C)Sc2nnc(-c3cccnc3)o2)cc1 (stereo unspecified)	1	-7	-15	12	6	-9	-1	1.0	-5
CCC1CCCCN1Cc1ccc(OC)c(OC)c1 (stereo unspecified)	-2	-2	-3	21	11	18	-4	-0.8	-4
Cc1cccc(OCCCC(=O)O)c1C	0	-4	7	12	8	28	-1	0.4	4
Cc1c(C(=O)OCC(=O)Nc2c(C)n(C)n(-c3ccccc3)c2=O)cccc1[N+](=O)[O-]	-4	17	13	16	-5	19	6	-0.3	3

Full records, quoted from the list:
Profile of `CC(Oc1ccc(Br)cc1Br)C(=O)NC1CCCC1` (stereo unspecified) = XBP1 UPR activ = 2; CCR6 antagonist = x; Jurkat NFkB inh = -1; 697 NFkB inh = 7; Gli-Sufu antag = x; Mdm2 MdmX PPI = -19; CXCR6 inh = x; UPR CHOP act = -1.6; EBI2 block = x
Profile of `Cc1cccc(OCCCC(=O)O)c1C` = XBP1 UPR activ = 0; CCR6 antagonist = -4; Jurkat NFkB inh = 7; 697 NFkB inh = 12; Gli-Sufu antag = 8; Mdm2 MdmX PPI = 28; CXCR6 inh = -1; UPR CHOP act = 0.4; EBI2 block = 4

Later entries:
SMILES	XBP1 UPR activ	CCR6 antagonist	Jurkat NFkB inh	697 NFkB inh	Gli-Sufu antag	Mdm2 MdmX PPI	CXCR6 inh	UPR CHOP act	EBI2 block
COc1cc2c(cc1OC)C(c1cccc(Cl)c1Cl)CC(=O)N2 (stereo unspecified)	-5	6	4	-3	41	7	2	1.6	1
Cc1c(NC(=O)COC(=O)C23CC4CC(CC(Br)(C4)C2)C3)c(=O)n(-c2ccccc2)n1C	-3	-13	-9	25	0	-10	-8	1.5	4
Cc1ccc2cc(/C=N/Nc3nc4ccccc4[nH]3)c(Cl)nc2c1	x	11	x	x	-64	x	8	x	-2
NC(=O)CS(=O)(=O)c1nc2ccccc2n1Cc1ccccn1	1	-15	-3	-20	-3	15	-4	1.0	-6
CCNC(=O)CN(c1ccc(Oc2ccccc2)cc1)S(=O)(=O)c1ccccc1	-5	18	-5	3	-1	11	-15	-2.1	14
C=CCn1c(CSc2nc3ccccc3s2)nnc1SCC(=O)OCC	-1	1	7	-4	-2	20	4	-0.9	4
Cn1c(CCC(=O)OCC(=O)Nc2ccc(Oc3ccccc3)cc2)nc(=O)c2ccccc21	2	1	-7	1	-7	8	-1	0.0	2
O=C(COC(=O)c1cccc([N+](=O)[O-])c1)NCC1CCCO1 (stereo unspecified)	-4	5	-1	-10	-3	3	-8	-2.7	-4
COC(=O)C1CCN(CCCOc2ccc(CN3CCN(c4ccc([N+](=O)[O-])cc4)CC3)cc2)CC1	1	45	-3	8	9	30	10	-0.2	8
CCN(CC)S(=O)(=O)c1ccc(N2CCCC2)c(NC(=O)Cc2ccc(OC)cc2)c1	0	5	1	-4	15	15	-2	1.3	0
